Compound activity as filed in PubChem.
PfHsp90 set2: inhibits growth of yeast expressing Plasmodium falciparum Hsp90. S. cerevisiae expressing PfHsp90, BacTiter-Glo ATP, 48 h; yeast lacking PDR1 and PDR3 efflux regulators. inhibition, % at 9.4 µM. actives 0.32% (n = 310,000). AID 504621;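 active means every replicate shows inhibition above about 80%, whatever the replicate mean, limit read from the data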;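 further: 0% = DMSO neutral controls and 100% = 20 µM radicicol positive controls; yeast relying on Plasmodium falciparum Hsp90 in place of its own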
Ecoli viability: reduces bacterial viability in AddAB counter-screen; inhibition, % at 11.9 µM; E. coli V3065 growth, OD600 absorbance, 18 h; AID 449728; actives 0.27% (n = 330,000);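 active means inhibition above the campaign's mean inhibition across all tested compounds plus 3 SD, cut at about 9.9% in these data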;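 further: uninfected addAB+ strain grown without phage in ampicillin broth; 0% = DMSO wells and 100% = ciprofloxacin 0.95 µg/ml wells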
PKA-R2B act: activates the human PKA-R2B holoenzyme complex | AID 504700 | actives 0.079% (n = 340,000) | activation, % at 11.4 µM | PKA-R2B holoenzyme dissociation, Cy5-IP20 fluorescence polarization; R2B truncated from residue 108, S112A mutant; 0% DMSO only, 100% 113 µM cGMP | P22694+P31323;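 active means activation above a cutoff set at the mean over all compounds plus 3 SD, cut at about 18% in these data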;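 further: higher means more holoenzyme dissociation and a rise in polarization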
Target sequence (P31323 whole entry, looked up, other chains not shown, the tested form may be a part): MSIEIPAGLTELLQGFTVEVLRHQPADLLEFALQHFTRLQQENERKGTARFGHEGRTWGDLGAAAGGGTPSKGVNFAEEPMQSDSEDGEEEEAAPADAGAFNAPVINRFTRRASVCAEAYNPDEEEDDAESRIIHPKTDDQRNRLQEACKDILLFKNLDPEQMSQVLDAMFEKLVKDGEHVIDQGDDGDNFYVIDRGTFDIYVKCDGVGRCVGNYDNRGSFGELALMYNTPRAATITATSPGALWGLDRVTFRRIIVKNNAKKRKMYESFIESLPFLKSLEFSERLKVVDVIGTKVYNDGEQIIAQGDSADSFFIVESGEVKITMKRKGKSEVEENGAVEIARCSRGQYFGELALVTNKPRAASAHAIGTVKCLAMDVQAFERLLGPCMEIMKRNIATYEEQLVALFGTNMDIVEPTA
Tat transport: inhibitors of E. coli Tat protein transport; E. coli MC4100 TorA-mCherry Tat export, fluorescence; inhibition, % at 10 µM; actives 0.036% (n = 340,000);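 active means mean replicate inhibition at least 50% and at least half of replicates individually reaching 50%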;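 further: exported cargo escapes ClpAP degradation while cytoplasmic cargo is degraded and loses fluorescence; 0% = median of neutral control wells and 100% = median of NaSCN control wells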
HTR5A inv ctr: counter-screen for OPRM1-OPRD1 inverse agonists: human HTR5A inverse agonism; HTR5A cell line, luminescence; inhibition, % at 9.3 µM; actives 0.083% (n = 340,000); in the data active means inhibition mostly above about 23%, no sharp cut-off; inactive means mostly below about 18%;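 further: 0% = cells with DMSO and 100% = no-cell wells with DMSO; some compounds called inactive have numbers as strong as hits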
Target sequence (P47898 whole entry, looked up): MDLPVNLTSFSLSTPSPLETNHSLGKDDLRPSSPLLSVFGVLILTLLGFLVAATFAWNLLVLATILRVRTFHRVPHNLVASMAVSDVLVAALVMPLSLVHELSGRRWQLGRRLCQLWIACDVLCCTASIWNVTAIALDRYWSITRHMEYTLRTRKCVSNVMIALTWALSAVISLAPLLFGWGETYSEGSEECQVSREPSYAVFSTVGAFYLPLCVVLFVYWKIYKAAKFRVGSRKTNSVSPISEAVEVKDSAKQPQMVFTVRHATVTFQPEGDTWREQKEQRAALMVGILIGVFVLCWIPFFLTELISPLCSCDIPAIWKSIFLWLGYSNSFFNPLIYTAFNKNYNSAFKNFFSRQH
OPRM1-OPRD1 inv: mu-delta opioid heterodimer inverse agonism | AID 504357 | P35372+P41143 | actives 0.21% (n = 340,000) | cell-based MOR-DOR heterodimer luminescence | inhibition, % at 9.3 µM; in the data active means inhibition above about 22%, passing the limit was not always enough;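 further: 0% = cells with DMSO and 100% = wells without cells with DMSO; values of inactives mirror those of a sister screen read the other way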
phage Ecoli inh: E. coli growth loss with phage present; inhibition, % at 11.9 µM; growth absorbance; actives 0.26% (n = 360,000); AID 651602; in the data active means inhibition above about 11%
AddAB inh: less growth of phage-infected E. coli with AddAB | E. coli expressing H. pylori AddAB, absorbance growth | inhibition, % at 11.9 µM | actives 0.29% (n = 330,000) | AID 435030; in the data active means inhibition above about 12%;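 further: 0% = vehicle wells of infected cells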
MOR-DOR ag: agonists of human mu-delta opioid receptor heterodimerization; P35372+P41143; cells, OPRM1-OPRD1 heterodimerization, luminescence; activation, % at 9.3 µM; actives 0.3% (n = 340,000); in the data active means activation above about 18%;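 further: 0% = vehicle-treated cells and 100% = reference agonist; values of inactives mirror those of a sister screen read the other way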
PKA-R1A act: PKA-R1A complex activation | P00514+P68181 | PKA-R1A dissociation, Cy5-IP20 fluorescence polarization; scaled: DMSO 0%, 113 µM cGMP 100% | activation, % at 11.4 µM | actives 0.083% (n = 340,000);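 active means percent activation above the mean of all tested compounds plus 3 SD, cut at about 19% in these data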;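 further: higher means more PKAc released from R1A so a rise in polarization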
Mot1-301 SUMO: blocks SUMOylation pathway, rescuing yeast Mot1-301 growth; S. cerevisiae Mot1-301 growth rescue, ATP luminescence, 38.5C; percent above DMSO median, 100 means doubled; actives 1% (n = 320,000); growth rescue, % at 18.8 µM;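 active means every valid replicate shows activation above 250% relative to neutral control wells; inactive means the rest, any valid replicate at or below 250%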;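 further: OY570 slx delta 5 strain wells were the positive control but not used for scaling; some compounds called inactive have numbers as strong as hits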
Starred values were filed as active, the others as inactive; / = no result given.

Values in the order – PfHsp90 set2	Ecoli viability	PKA-R2B act	Tat transport	HTR5A inv ctr	OPRM1-OPRD1 inv	phage Ecoli inh	AddAB inh	MOR-DOR ag	PKA-R1A act	Mot1-301 SUMO
> Cc1ccc2cccc(Oc3ccc([N+](=O)[O-])cc3[N+](=O)[O-])c2n1
→ 5	0.8	-6	1	11	-2	2.6	-0.7	0.4	3	-3
> O=[N+]([O-])c1cccc(S(=O)(=O)Nc2ccc(S(=O)(=O)NCC3CCCO3)cc2)c1 (stereo unspecified)
→ -11	2.8	3	-4	12	0	0.9	5.6	0.1	-3	-13
> CC1CCN(C(=S)NC(=O)c2ccccc2)CC1
→ /	-1.9	-5	-3	-14	13	0.6	0.4	-2.6	-6	5
> Cc1cc(OCc2cc(C(=O)N3CCCCCC3)no2)cc(C)c1Cl
→ -23	1.7	2	23	-4	-18	2.9	-0.4	3.4	-11	628
> COc1ccc(NC(=O)CCCCC(=O)Nc2ccc(OC)cc2OC)c(OC)c1
→ 11	-2.2	5	-4	3	14	2.6	-1.4	-2.8	-2	16
> CC(=O)Nc1ccc(S(=O)(=O)NCCC(=O)OCC(=O)NCc2ccccc2)cc1
→ -1	1.1	-12	-7	-14	9	2.6	1.3	-2.3	0	3
> COc1cccc(C2NC(=O)c3ccccc3O2)c1OCc1ccccc1F (stereo unspecified)
→ -81	-0.1	1	-7	4	-13	-1.3	1.9	2.8	-10	396
> c1ccc(-c2csc(-n3cccn3)n2)cc1
→ -3	2.0	-7	-6	3	3	3.2	1.1	-0.7	5	-8
> O=C(Oc1ccnc2cc(Cl)ccc12)N1CCCCCC1
→ -6	-1.2	7	-1	17	-22	0.8	-3.7	4.6	-2	-9
> O=C(NC1CCNCC1)C1CCCCC1
→ 11	0.9	-13	1	3	1	2.2	2.3	-0.2	-1	-18
> COCCCn1c(SCc2cc(=O)[nH]c3ccccc23)nnc1-c1ccco1
→ 8	-0.4	1	-4	-46	10	/	3.1	-1.7	-4	-2
> O=C(Nc1ccc([N+](=O)[O-])cc1)C(=O)Nc1cccc(C(=O)O)c1
→ 64	-1.5	5	-5	19	-15	2.3	-6.1	3.0	5	31
> C=CCN(C(=O)c1csnn1)C(C(=O)NC1CCCC1)c1ccccc1F (stereo unspecified)
→ 16	1.6	3	5	4	12	1.2	1.0	-2.3	-10	29
> CSc1cccc(NC(=O)C(=O)NCc2ccccc2)c1
→ -11	-0.2	/	0	/	/	2.8	0.2	/	/	-4
> Cc1ccc2nc(NC(=O)c3ccc4ncsc4c3)sc2c1
→ -52	-1.6	6	-5	-5	-37	4.0	-1.8	7.1	-6	-2
> CCN1C(=O)[C@H]2[C@@H](c3ccc(SC4CCCCC4)cc3)N[C@@](CC(C)C)(C(=O)OC)[C@H]2C1=O
→ 21	-1.4	-16	14	-11	-2	0.6	3.3	0.3	-1	5
> NC(=O)NC(CC(=O)Nc1cccnc1)c1cccc(Br)c1 (stereo unspecified)
→ -13	-1.3	-4	5	-17	-10	4.9	0.5	1.4	-4	-4
> COc1ccc(-n2nc(C(=O)NCC(=O)N3CCC(C)CC3)c3ccccc3c2=O)cc1Cl
→ 18	-0.4	5	7	2	-3	1.6	2.8	0.4	-5	-5
> CCN(Cc1cnn(C)c1)C(=O)c1ccc2nc(Cc3cccc(Cl)c3)oc2c1
→ 21	0.9	0	3	-5	8	1.4	1.6	-1.4	0	0
> CCO[C@@H]1OC(C(=O)O)=C[C@H](c2coc3ccccc3c2=O)[C@H]1CCCO
→ -9	-2.4	1	29	-17	11	1.2	1.0	-1.9	-17	1

Quoted from the listing for reference:
Values in the order – PfHsp90 set2	Ecoli viability	PKA-R2B act	Tat transport	HTR5A inv ctr	OPRM1-OPRD1 inv	phage Ecoli inh	AddAB inh	MOR-DOR ag	PKA-R1A act	Mot1-301 SUMO
> Cc1ccc2cccc(Oc3ccc([N+](=O)[O-])cc3[N+](=O)[O-])c2n1
→ 5	0.8	-6	1	11	-2	2.6	-0.7	0.4	3	-3
> O=[N+]([O-])c1cccc(S(=O)(=O)Nc2ccc(S(=O)(=O)NCC3CCCO3)cc2)c1 (stereo unspecified)
→ -11	2.8	3	-4	12	0	0.9	5.6	0.1	-3	-13

More records:
Values in the order – PfHsp90 set2	Ecoli viability	PKA-R2B act	Tat transport	HTR5A inv ctr	OPRM1-OPRD1 inv	phage Ecoli inh	AddAB inh	MOR-DOR ag	PKA-R1A act	Mot1-301 SUMO
> C=CCOn1c(=O)c(=O)n(OCc2ccccc2)c2ccccc21
→ -3	1.2	-4	-6	-16	5	0.2	4.5	-0.8	-4	6
> Cc1c(C(=O)O)[nH]c2c1C(=O)CC(c1ccccc1)C2 (stereo unspecified)
→ 24	-1.2	4	-13	3	7	3.6	5.3	-1.8	-3	-6
> O=c1cc(N2CCc3ccccc3C2)[nH]c(=O)n1-c1ccccc1Cl
→ 5	-0.4	-7	-6	2	3	3.0	-2.2	-0.5	-9	-9
> Cc1nc(N2CCN(c3ccccn3)CC2)c2c(C)c(C(=O)Nc3ccc(Br)cc3C)sc2n1
→ 13	-3.5	-6	5	9	-17	-2.1	4.2	3.3	6	38
> COc1ccc(C(=O)Nc2ccc(S(=O)(=O)Nc3nccnc3OC)cc2)cc1OC
→ -4	-0.6	1	-2	-6	6	1.8	-1.0	-1.2	1	0
> Cc1ccc(-n2ncc(C(=O)NCc3ccc4c(c3)OCO4)c2NC(=O)c2ccco2)cc1C
→ -21	-0.1	-3	-4	-22	17	3.1	-0.2	-3.2	-11	1
> Cc1occc1C(=O)NC1CCCN(Cc2ccc(CC(C)C)cc2)C1 (stereo unspecified)
→ 23	-0.7	0	3	-12	-63	2.6	0.6	12	-1	36
> O=C(O)c1cc(S(=O)(=O)Nc2cccc3ccccc23)c(Cl)cc1Cl
→ -7	2.3	6	5	-11	-5	2.4	3.0	0.9	-3	99
> CCN(CC)C(=O)Nc1c(C)n(C)n(-c2ccccc2)c1=O
→ 8	-0.5	7	-6	-2	6	1.5	-1.7	-1.3	-1	50
> O=C(NCc1cccnc1)C1c2ccccc2C(=O)N1Cc1ccco1 (stereo unspecified)
→ 2	0.3	-3	6	11	-12	/	-0.4	2.2	15	-18
> CCn1c(N2CCN(CC(=O)Nc3cccc(C)c3C)CC2)nc2ccccc21
→ 8	-1.9	2	1	-7	7	1.2	2.3	-1.2	-3	8
> O=c1c(/C=N/O)coc2ccc3ccccc3c12
→ -2	-0.5	8	-4	14	-3	-0.2	3.1	0.7	-3	-18
> CCc1ccc(NC(=O)CN(C(=O)N2CCN(CC)CC2)S(=O)(=O)c2ccc(C)cc2)cc1
→ -11	1.0	-2	2	0	11	-0.2	-2.0	-2.2	-3	9
> CCN1CCN(S(=O)(=O)c2ccc3c4c(cccc24)C(=O)N3CC)CC1
→ 12	-0.1	1	8	10	5	-0.1	0.2	-1.2	1	10
> COc1ccc(CCNC(=O)CN(CCc2ccccc2)S(C)(=O)=O)cc1
→ 3	0.8	-1	-11	-2	5	7.9	4.7	-0.8	-4	157
> Cc1ccc(COC(=O)CCc2nc3ccccc3c(=O)[nH]2)cc1
→ 3	1.4	-7	1	-4	3	0.7	3.7	-0.6	-1	0
> COCCCNC(=O)CSc1nc2c(sc(=S)n2-c2cc(Cl)ccc2OC)c(=O)[nH]1
→ 7	-0.3	-11	-5	-33	5	-0.6	-0.1	-0.9	-5	9
> CNS(=O)(=O)c1ccc2c3c(cccc13)C(=O)N2C
→ 9	-0.3	-2	-14	4	6	3.3	0.1	-1.2	8	-1
> COCCN1C=C(C(=O)OC)C(c2ccc(OC)c(OC)c2)C(C(=O)OC)=C1
→ 0	3.2	8	0	-1	12	2.2	0.5	-2.2	-2	96
> O=C(Nc1ccc(NC(=O)C2CC2)cn1)c1ccccc1
→ -20	1.1	-2	-12	15	11	1.4	4.0	-2.0	5	-14
> O=C(Nc1ccc(C(=O)N2CCN(c3ccccn3)CC2)cc1)c1ccc(Br)o1
→ -8	-3.1	1	-3	3	13	2.0	1.1	-2.4	-5	2
> CC(=O)c1cccc(NC(=O)CC2S/C(=N/N=C3CCCCCC3)NC2=O)c1 (stereo unspecified)
→ -13	-0.9	3	4	10	8	4.1	3.2	-1.4	-2	-2
> O=C(NCCNc1ccc([N+](=O)[O-])cc1C(F)(F)F)c1ccccc1F
→ 16	-0.6	8	-8	7	1	0.8	1.5	-0.3	4	-4
> O=C(C1CCN(S(=O)(=O)c2cnc[nH]2)CC1)N1CCN(c2ncccn2)CC1
→ 14	-2.5	-5	-5	4	8	0.8	3.2	-1.6	3	118
> COc1cc(NC(=O)c2cc(S(=O)(=O)N3CCCCC3)ccc2N2CCOCC2)cc(OC)c1
→ /	-0.8	-5	1	-8	5	4.6	1.5	-0.9	2	6
> CC1CCCCC1NC(=O)COC(=O)c1ccc2c(=O)n3c(nc2c1)CCC3 (stereo unspecified)
→ -3	-1.7	1	-3	-15	7	-1.5	-0.2	-1.9	9	2
> O=C(COC(=O)C1CC(=O)N(Cc2ccco2)C1)Nc1ccc(F)cc1F (stereo unspecified)
→ 7	2.4	-8	13	5	12	3.4	0.3	-3.3	20*	1
> CC(OC(=O)Cc1ccc(F)cc1)C(=O)N1CCc2ccccc21 (stereo unspecified)
→ 2	/	1	9	5	0	1.7	/	0.0	-1	/
> C#Cc1ccc([C@H]2C=C(C(=O)Nc3ccccc3)O[C@@H](OCc3ccc(CO)cc3)C2)cc1
→ /	0.2	-8	7	-13	8	/	3.5	-1.4	7	-22
> CC(C)C[C@H](NC(=O)c1ccc(OC2CCN(C(=O)C3CC3)CC2)cc1)C(N)=O
→ /	0.7	-9	-7	6	-5	2.1	4.6	1.0	-1	129
> CC(C)Oc1ccc(/C=N/NC(=O)c2ccc(N(Cc3ccccc3)S(C)(=O)=O)cc2)cc1
→ 1	-2.1	-7	-8	3	2	1.2	1.1	-0.3	-7	-3
> COc1ccc(/C=N/NC(=S)Nc2cccc(C(=O)O)c2)cc1
→ -5	0.4	-13	-1	15	-9	1.9	-2.1	1.3	-22	-5
> CC1=C(C(=O)OC(C)C)C(c2ccc(O)cc2)NC(=O)N1 (stereo unspecified)
→ -22	-0.3	-3	-2	4	4	-1.0	2.4	-0.8	-1	-16
> COc1ccc(N2C(=O)CCC(C(=O)Nc3cccc(C)n3)C2c2ccc(OC)c(OC)c2)cc1 (stereo unspecified)
→ /	0.4	-1	-11	-30	-2	0.8	3.5	0.3	-10	23
> Cc1ccccc1N1CCN(C2CCCN(C(=O)CCc3c(C)noc3C)C2)CC1 (stereo unspecified)
→ 6	2.5	-10	3	-9	18	2.8	2.7	-5.6	-4	382
> COc1cc([N+](=O)[O-])ccc1NC(=O)CCCOc1cccc(C)c1
→ 4	2.5	-6	0	-12	-15	0.0	1.7	2.6	3	253
> COc1ccc(-c2noc(CCC(=O)Nc3ccc(C)c(C)c3)n2)cc1
→ 6	3.5	-3	4	-14	4	-4.7	0.8	-0.7	-6	1
> CC(C(=O)N=Nc1c(O)[nH]c2ccccc12)n1cnc2ccccc2c1=O (stereo unspecified)
→ -17	0.3	-9	2	-14	8	2.0	2.0	-1.7	-13	4
> Cc1ccc2oc(=O)c3cnn(CC(=O)NCCCOC(C)C)c3c2c1
→ 22	-1.8	-3	3	-18	2	1.4	-1.2	-0.4	5	4
